# Compound activity from PubChem BioAssay.
# PGC1a acetyl inh: inhibitors of PGC1a acetylation signal, primary screen, cell-based, U2OS, AlphaScreen, inhibitor mode; AlphaScreen anti-acetyl-lysine; with virally co-expressed GCN5 acetyltransferase; inhibition, % at 15.6 µM; 0.17% of 350,000 active;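 active = every replicate shows inhibition of at least 40%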;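 also: 0% = neutral control wells and 100% = positive control wells; some results beyond the cut were filed as inactive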
# S100A4 inh HTS: inhibitors of S100A4-myosin IIA peptide binding, primary screen, biochemical, fluorescence polarization, TAMRA-MyoIIA peptide; Protein S100-A4 (Homo sapiens), P26447; inhibition, % at 10.7 µM; 0.14% of 360,000 active; AID 652163, 2013;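 active = mean inhibition of at least 70% across replicates, with every replicate also reaching that level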
# Target sequence (P26447 whole entry, looked up): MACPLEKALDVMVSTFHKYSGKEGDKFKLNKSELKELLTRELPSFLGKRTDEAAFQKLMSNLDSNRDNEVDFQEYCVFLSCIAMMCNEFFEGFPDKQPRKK
#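 Material: S100A4 monomer protein | Medium: HEPES pH 7.2 with CaCl2, KCl, NaCl, DTT, Triton | Reagent: Labelled myosin peptide probe, 5 nM | Doses: One dose per compound | Times: 5 min incubation before reading | Benchmarks: Neutral control DMSO, positive control TFP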
# C2C12 statin: suppressors of statin myotoxicity in C2C12 myotubes, primary screen, cell-based, single point, plate reader; C2C12 myotubes + simvastatin, ATP luminescence, 48 h; scaled: DMSO 0, geranylgeraniol control 100; rescue of ATP level, % at 7.49 µM; 0.78% of 330,000 active;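 active = mean ATP rescue above about 67%, or every replicate alone reaching that limit, limit read from the data, passing the limit was not always enough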;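 also: myotubes were challenged with 10 µM simvastatin during compound exposure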
# ERAP1 HTS inh: human ERAP1 aminopeptidase inhibitors, primary screen, biochemical, single point, plate reader; recombinant ERAP1, Leu-AMC fluorescence, 60 min; inhibition, % at 10.7 µM; 0.15% of 340,000 active;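 active = mean replicate inhibition of at least 30%, or all replicates individually reaching that 30% level; inactive = mean below 30% and not every replicate reaching it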;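 also: 0% = neutral control wells and 100% = L-leucinethiol positive control wells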
# SIRT5 inh: SIRT5 desuccinylase inhibitors, primary screen, biochemical, fluorescence imaging, single point, set 5; NAD-dependent protein deacylase sirtuin-5, mitochondrial (Homo sapiens), Q9NXA8; Purified SirT5, succinyl-peptide AMC, trypsin-coupled fluorescence; inhibition, % at 15 µM; 1.1% of 330,000 active; AID 652115, 2013; in the data active = inhibition above about 15%
# Target sequence (Q9NXA8 whole entry, looked up): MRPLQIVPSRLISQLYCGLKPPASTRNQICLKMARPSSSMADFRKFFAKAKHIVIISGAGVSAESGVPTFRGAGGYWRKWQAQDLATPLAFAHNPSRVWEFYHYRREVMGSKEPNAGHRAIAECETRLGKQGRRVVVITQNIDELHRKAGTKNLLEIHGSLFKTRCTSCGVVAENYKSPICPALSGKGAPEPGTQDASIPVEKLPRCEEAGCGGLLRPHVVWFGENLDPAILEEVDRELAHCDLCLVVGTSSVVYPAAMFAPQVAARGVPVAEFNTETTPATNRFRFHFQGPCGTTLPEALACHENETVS
# Cneo AK release: Cryptococcus neoformans cell lysis inducers, primary screen, AK release luminescence, single concentration. lysis activity, % at 15 µM. 0.2% of 360,000 active. C. neoformans lysis, adenylate kinase release luminescence, 4 h; normalised: neutral wells 0, clomiphene wells 100;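 active = mean lysis activity across replicates of at least 80%, whatever share of replicates individually reach that level; inactive = mean lysis activity below 80%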
#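 Assay system: log-phase C. neoformans yeast / Quantity: yeast cell density of 5 × 10^6 cells/mL / Medium: fresh YPD growth medium / Compound: single dose / Timing: static 4 h at 37 °C with compound, 1 h detection / Measured by: adenylate kinase release luminescence / Read-out: lysis from increased AK signal / Benchmarks: Clomiphene as positive lysis control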
# LGR2 inh: inhibitors of bursicon-induced LGR2 CRE-luciferase signal, primary screen, cell-based, HEK293, CRE-luciferase reporter, bursicon stimulation | Drosophila bursicon receptor LGR2 (rickets) | inhibition, % at 9.99 µM | bursicon-stimulated, 4 h | 0.35% of 380,000 active | AID 720647, 2013;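 active = drop in luminescence signal, shown as inhibition above about 50% in the replicate tests, limit read from the data, passing the limit was not always enough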;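 also: agonist challenge used bursicon conditioned medium at about half maximal strength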
# Xi reactivation: activators of inactive X chromosome reactivation, primary screen, imaging, XiGFP fibroblasts, GFP high-content imaging, set 2 | AID 743238, 2013 | XiGFP mouse fibroblasts, % GFP-positive cells imaging, 3 d; cells co-treated with 5-aza-dC sensitizer; scaled so ellipticine positive control = 100% | activation, % at 7.58 µM | 0.055% of 360,000 active;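 active = mean normalized replicate activation at least 10% and every replicate at or above 10%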;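 also: 0% = median of on-plate neutral control wells and 100% = ellipticine 6 µM median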
#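 System: SV40-immortalized XiGFP fibroblast cells, line 68-5-11 / Incubation: 3-day compound exposure, then 15 min fixation at room temperature / Compound: single concentration per compound, delivered by pin transfer / Buffer or medium: DMEM plus 5-aza-dC sensitizer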
# The depositor's hits bear a star; . = no result given; & = joins results of further samples.
SMILES,PGC1a acetyl inh,S100A4 inh HTS,C2C12 statin,ERAP1 HTS inh,SIRT5 inh,Cneo AK release,LGR2 inh,Xi reactivation
Cc1cc(NC(=O)c2cc3cccc([N+](=O)[O-])c3[nH]2)ccc1F,2,7,-34,-1,-2,-3,.,0.3
COc1ccc(C#Cc2ccc3c(c2)[C@]2(C(=O)N3)[C@H](C(=O)N3CCc4cc(OC)c(OC)cc4C3)[C@H]3C(=O)O[C@H](c4ccccc4)[C@H](c4ccccc4)N3[C@@H]2c2ccc(OCCO)cc2)cc1,-5,9,.,3,-4,5,.,.
COc1ccc(NC(=O)N(C)C[C@@H]2Oc3ccc(NC(=O)Nc4ccc5c(c4)OCO5)cc3C(=O)N([C@H](C)CO)C[C@H]2C)cc1,-8,8,-14,0,-3,-1,3,0.8
C[C@H](CO)N1C[C@H](C)[C@@H](CN(C)C(=O)c2ccncc2)OCc2cnnn2CCCC1=O,-13&7&-11,-18&3&-5,17&6&-18,2&1&-1,1&-2&-3,-2&7,7&10,0.2&-0.5
C[C@H]1CN([C@@H](C)CO)C(=O)c2cccc(NS(=O)(=O)c3cccs3)c2O[C@H]1CN(C)Cc1ccc(Oc2ccccc2)cc1,-4,6,51,1,1,2,-10,0.0
COc1ccc(CN(C)C[C@@H]2Oc3ccc(NC(=O)Nc4cccc5ccccc45)cc3C(=O)N([C@@H](C)CO)C[C@@H]2C)cc1,-28,2,33,-4,1,8,-7,0.1
CC(=O)N1CC2(C1)[C@H](c1ccc(-c3ccccc3C)cc1)[C@H](CO)N2C(C)=O,-4,-3,.,-2,14,.,8,0.0
CC(C)CNC(=O)COC(=O)C1c2ccccc2Oc2ccccc21,5,3,-2,2,1,1,4,0.1
CCc1ccccc1Nc1nc(N)nc(COC(=O)C2CCN(C(=O)c3ccc(F)cc3)CC2)n1,6,7,-1,0,-4,2,-8,-0.1
Cc1cccc(C)c1OCCNC(=O)OCc1ccccc1,.,11,21,2,-2,-1,-21,0.0
CCC(=O)N1C[C@H](O)COC[C@@H]2O[C@H](CC(=O)NCc3cc(F)cc(F)c3)CC[C@H]21,4,-11,-2,1,1,-1,-9,0.0
CC1(C)C[C@@H](O)[C@]2(C)CC[C@]3(C)C(=CCC4[C@@]5(C)CC[C@H](O)[C@](C)(CO)C5CC[C@]43C)[C@@H]2C1 (stereo partly specified),-7,7,-9,-1,1,1,.,.
C[C@@H]1CCCCO[C@@H](CN(C)C(=O)c2ccccc2)[C@@H](C)CN([C@@H](C)CO)C(=O)c2cc(NS(C)(=O)=O)ccc2O1,3,6,14,1,-1,0,22,-0.8
CCOc1cccc(CNCCCSc2ncccn2)c1,7,1,8,-2,2,0,0,0.1
O=C(NC1CC2CCCC(C1)N2C(=O)Nc1ccccc1)C1CC1 (stereo unspecified),-4,0,21,4,-1,1,-5,0.2
COc1ccc(N2CCN(c3ncnc4scc(-c5ccc(C)cc5)c34)CC2)cc1,.,-5,-14,2,-5,0,4,0.0
COCCNC(=O)C1(C)CCN(C(=O)Cc2ccc(OC)c(OC)c2)C1 (stereo unspecified),4,-3,-5,-6,.,0,3,0.1
CCCN1C[C@H](C)[C@@H](OC)CN(C)C(=O)c2ccc(NS(C)(=O)=O)cc2OC[C@H]1C,.,-5,7,1,2,-2,-2,-0.2
COc1ccc(NC(=O)c2cc(-c3cc(C)c(C)cc3O)n[nH]2)c(OC)c1,5,-1,7,6,-8,0,-6,0.2
COC(=O)[C@@]12CCCCN1[C@H](c1ccc(-c3ccc(F)cc3)c(OC)c1)[C@@H]1C(=O)N(C)C(=O)[C@@H]12,.,0,6,-4,.,2,13,-0.1
CCCCN(C(=O)C1CCN(C(=O)c2ccccc2C)CC1)c1c(N)n(CC(C)C)c(=O)[nH]c1=O,2,-5,5,3,4,2,-18,0.0
COc1ccc(NC(=O)N(C)C[C@H]2Oc3ccc(NC(=O)CCC(F)(F)F)cc3C(=O)N([C@@H](C)CO)C[C@H]2C)cc1,19,19,-1,0,-3,0,-13,-0.1
C#CCn1c2ccccc2c(=O)n1C(C)C,-27,5,-1,0,-1,1,-14,0.2
CC(=O)c1c(C)[nH]c(C(=O)CN2C(=O)NC(C)(c3ccc4c(c3)OCCO4)C2=O)c1C (stereo unspecified),.,-5,.,-8,4,.,0,0.0
CCOC(=O)[C@@H]1[C@H]2COc3ccc(Br)cc3[C@@H]2N2C(=O)N(c3ccccc3)C(=O)[C@]12C,2,-2,-8,2,.,-3,4,0.0

# Exported as tab-separated lines: entries from further up
smiles	PGC1a acetyl inh	S100A4 inh HTS	C2C12 statin	ERAP1 HTS inh	SIRT5 inh	Cneo AK release	LGR2 inh	Xi reactivation
Cc1cc(NC(=O)c2cc3cccc([N+](=O)[O-])c3[nH]2)ccc1F	2	7	-34	-1	-2	-3	.	0.3
COc1ccc(C#Cc2ccc3c(c2)[C@]2(C(=O)N3)[C@H](C(=O)N3CCc4cc(OC)c(OC)cc4C3)[C@H]3C(=O)O[C@H](c4ccccc4)[C@H](c4ccccc4)N3[C@@H]2c2ccc(OCCO)cc2)cc1	-5	9	.	3	-4	5	.	.
COc1ccc(NC(=O)N(C)C[C@@H]2Oc3ccc(NC(=O)Nc4ccc5c(c4)OCO5)cc3C(=O)N([C@H](C)CO)C[C@H]2C)cc1	-8	8	-14	0	-3	-1	3	0.8
C[C@H](CO)N1C[C@H](C)[C@@H](CN(C)C(=O)c2ccncc2)OCc2cnnn2CCCC1=O	-13&7&-11	-18&3&-5	17&6&-18	2&1&-1	1&-2&-3	-2&7	7&10	0.2&-0.5
C[C@H]1CN([C@@H](C)CO)C(=O)c2cccc(NS(=O)(=O)c3cccs3)c2O[C@H]1CN(C)Cc1ccc(Oc2ccccc2)cc1	-4	6	51	1	1	2	-10	0.0
COc1ccc(CN(C)C[C@@H]2Oc3ccc(NC(=O)Nc4cccc5ccccc45)cc3C(=O)N([C@@H](C)CO)C[C@@H]2C)cc1	-28	2	33	-4	1	8	-7	0.1
CC(=O)N1CC2(C1)[C@H](c1ccc(-c3ccccc3C)cc1)[C@H](CO)N2C(C)=O	-4	-3	.	-2	14	.	8	0.0
CC(C)CNC(=O)COC(=O)C1c2ccccc2Oc2ccccc21	5	3	-2	2	1	1	4	0.1
CCc1ccccc1Nc1nc(N)nc(COC(=O)C2CCN(C(=O)c3ccc(F)cc3)CC2)n1	6	7	-1	0	-4	2	-8	-0.1
Cc1cccc(C)c1OCCNC(=O)OCc1ccccc1	.	11	21	2	-2	-1	-21	0.0
CCC(=O)N1C[C@H](O)COC[C@@H]2O[C@H](CC(=O)NCc3cc(F)cc(F)c3)CC[C@H]21	4	-11	-2	1	1	-1	-9	0.0
CC1(C)C[C@@H](O)[C@]2(C)CC[C@]3(C)C(=CCC4[C@@]5(C)CC[C@H](O)[C@](C)(CO)C5CC[C@]43C)[C@@H]2C1 (stereo partly specified)	-7	7	-9	-1	1	1	.	.
C[C@@H]1CCCCO[C@@H](CN(C)C(=O)c2ccccc2)[C@@H](C)CN([C@@H](C)CO)C(=O)c2cc(NS(C)(=O)=O)ccc2O1	3	6	14	1	-1	0	22	-0.8

# The list goes on:
SMILES,PGC1a acetyl inh,S100A4 inh HTS,C2C12 statin,ERAP1 HTS inh,SIRT5 inh,Cneo AK release,LGR2 inh,Xi reactivation
Cc1c(CC(=O)NCCCC(=O)O)c(=O)oc2cc3occ(-c4ccccc4)c3cc12,5,-13,2,-1,1,-3,-16,0.0
Cc1noc(C)c1C(=O)N1CCC1(C)C(=O)NS(=O)(=O)c1cccc(Cl)c1 (stereo unspecified),3,-5,-13,3,2,-1,-5,-0.1
N#C[C@@H]1[C@H](c2ccc(C#CC3CCCCC3)cc2)[C@@H](CO)N1C(=O)Nc1ccc(F)cc1,9,-46,.,-2,3,.,21,1.5
O=C(CN1C(=O)NC2(CCCC2)C1=O)N1CCN(S(=O)(=O)c2cc(Cl)ccc2Cl)CC1,16,-14,0,2,-3,0,13,0.0
CN(C(=O)C(Cl)Cl)c1ccc(OC(=O)c2ccco2)cc1,-1,5&-1,11,-1,-4,2&-2,3,0.0
CC1(C)Cc2c(c(-c3ccccc3)[nH]c(=O)c2C#N)CS1,-3,-2,-3,-6,0,0,-9,.
C[C@@H]1CN([C@H](C)CO)S(=O)(=O)c2ccc(-c3ccccc3F)cc2O[C@@H]1CN(C)C(=O)C1CC1,-21,8,-4,2,1,0,6,-0.4
CC(C)C(=O)N1CCN(c2ccccc2NC(=S)NC(=O)c2ccco2)CC1,.,11,-8,-1,0,-1,12,0.0
O=[N+]([O-])c1ccc(N2CCOCC2)cc1NCCCO,0,1,-1,5,3,6,.,0.3
COc1cccc(Nc2ncnc3sc(C)cc23)c1,7,-11,5,-3,0,-2,-41,0.2
c1ccc(C(=C2CCCO2)c2ccccc2)cc1,2,-4,14,-1,-5,3,-19,0.2
C/C(=N\NC(=O)c1ccccc1O)C1CC1,-11,2,-3,-5,0,-3,-15,0.3
CCOc1cc(C(=S)N2CCOCC2)ccc1OC(=O)c1ccc(C)cc1,-22,-5,-5,-1,3,7,15,0.0
Cc1ccccc1-c1ccc2c(c1)O[C@@H](CN(C)C(=O)c1ccccn1)[C@@H](C)CN([C@@H](C)CO)S2(=O)=O,-33,-3,-4,-3,-2,0,0,-0.7
CCS(=O)(=O)Nc1ccc2c(c1)C(=O)N(C)[C@@H]1CC[C@H](CC(=O)NCc3ccccc3F)O[C@H]1CO2,.,7,-1,-3,0,-4,2,0.0
CSC1=NC2(CCCCC2)CC12C=CC(=O)C=C2,10,9,.,-2,-3,.,24,0.0
O=C(Nc1cccc(S(=O)(=O)N2CCOCC2)c1)c1cc([N+](=O)[O-])ccc1N1CCOCC1,.,-4,-1,4,4,-1,-14,0.1
CC(C)(C)NC(=O)C1c2ccccc2OCC(=O)N1Cc1ccco1 (stereo unspecified),.,-4,.,0,-7,.,-8,1.6
CN(C)C(=O)c1ccc(-c2ccc([C@H]3[C@@H](C#N)N(S(C)(=O)=O)[C@@H]3CO)cc2)cc1,5,-6,4,-3,5,0,0,0.1
Cc1ccc(Cl)cc1NC(=O)CN1CCOCC1,.,-19,.,6,-3,.,-1,0.4
CO[C@H]1CN(C)C(=O)c2ccc(NC(=O)Nc3cccc(F)c3)cc2OC[C@H](C)N(C(=O)Nc2c(C)noc2C)C[C@H]1C,3,-2,-2,1,.,-3,0,-0.1
N#C[C@@H]1[C@H](c2ccc(C3=CCCCC3)cc2)[C@@H](CO)N1C(=O)NC1CCCC1,-13,-23,.,1,-16,.,-15,0.1
CO[C@H]1CN(C)C(=O)c2cc(NC(C)=O)ccc2OC[C@@H](C)N(Cc2cccnc2)C[C@@H]1C,2,.,1,.,.,-1,-3,0.2
COc1ccc(S(=O)(=O)N(C)C[C@@H]2OCc3cnnn3CCCC(=O)N([C@H](C)CO)C[C@@H]2C)cc1,3&6&2,0&-4,3&10&-1,-3&-1,0&-2,6&-1,-1&-13,0.2&0.2
CNC[C@H]1Oc2ccc(NS(=O)(=O)c3cn(C)cn3)cc2CC(=O)N([C@H](C)CO)C[C@H]1C,6,-11,23,-2,-1,0,-16,0.0

# Not all compounds are listed; count on the stated rates, not on these rows.
